RmlC RmlD mix: inhibitors of RmlC and RmlD coupled enzymes; RmlC/RmlD coupled enzyme inhibition, 384-well mixture HTS; AID 1532; inhibition, % at 5.5 µM; 110,000 tested, 0.39% active; in the data active means inhibition above about 30%, passing the limit was not always enough; inconclusive means no clear call, values can overlap the other calls; further: strong numbers were not always called active
RT RNaseH block: inhibitors of HIV-1 reverse transcriptase RNase H. P04585. RT-RNase H RNA/DNA duplex cleavage, fluorescence. inhibition, % at 10 µM. 65,000 tested, 1.9% active. AID 565; in the data active means inhibition above about 50%
* marks the source's active call; other numbers are inactive results; u = inconclusive; x = not tested or not shown. This is a subset (hit frequency here may not be typical).

| SMILES | RmlC RmlD mix | RT RNaseH block |
| --- | --- | --- |
| CC(NC(=O)/C(C#N)=C/c1cn[nH]c1-c1ccccc1)c1ccccc1 (stereo unspecified) | -13 | x |
| CNC(=O)[C@@]1(Cc2ccccc2)C=C[C@@H](C)N1C(C)=O | 2 | x |
| O=C(Nc1ccc(N2CCCC2=O)cc1)c1cccc(F)c1 | -5 | 1 |
| CCOc1cc(NC(=O)C2CC2)c(OCC)cc1NC(=O)c1cccnc1 | x | -2 |
| Cc1cc2oc(=O)cc(CN3CCc4ccccc43)c2cc1Cl | -47 | -16 |
| CCc1nc2oc3ccccc3c(=O)c2c(=O)n1-c1ccccc1 | -6 | -10 |
| COc1ccc(NC(=O)Cn2nnc(-c3ccccc3NC(=O)C3CC3)n2)cc1 | 17 | -4 |
| CC[N+]1(C)CCC(=C2c3ccccc3CC(=O)c3sccc32)CC1 (stereo unspecified) | 6 | x |
| Cc1nnc(SCC(=O)Nc2nsc(-c3ccc(Cl)cc3)n2)s1 | 3 | x |
| CC(CCc1ccco1)NC(=O)CSc1cc(=O)n(C)c2ccccc12 (stereo unspecified) | 6 | -2 |
| CC(c1ccc(Cl)cc1)n1c(-c2ccc3ccccc3n2)n[nH]c1=S (stereo unspecified) | -3 | x |
| CCOC(=O)CSC1=C(C#N)C(c2ccccc2F)C(C(C)=O)=C(C)N1 (stereo unspecified) | 7 | 1 |
| COc1ccc(N2C(=O)CC(c3ccc(OC(C)C)cc3)C2=O)cc1 (stereo unspecified) | 4 | -8 |
| O=C(CSc1nc2ccccc2s1)N1c2ccccc2Sc2ccc(C(F)(F)F)cc21 | -6 | x |
| O=C(NC1CCCCC1)N1CCSC1=Nc1ccccc1 | -7 | -9 |
| CCOC(=O)c1c(NC(=O)CSc2nnc(C)c(=O)[nH]2)sc2c1CCCC2 | 10 | x |
| C=CCn1c(O)c(C2=c3ccccc3=NC2=O)s/c1=N/c1nccs1 | x | 39 |
| Cn1c2ccccc2c2c(C(=O)NCC3CCCO3)cn(C3CCCC3)c(=O)c21 (stereo unspecified) | -2 | -2 |
| CC1CCCN(C(=O)C23CCC(C)(C(=O)C2)C3(C)C)C1 (stereo unspecified) | -6 | -2 |
| O=C(CN1CCN(Cc2ccc(F)cc2Cl)C1=O)NCCc1ccc(Cl)cc1 | -15 | x |
| COc1ccccc1-c1cc(C(=O)Nc2ccccc2SC)no1 | -5 | -7 |
| C/C=C/C=C\C(=O)Nc1cccc(C2=NOC3(C2)C[C@@H](C(N)=O)N(C(=O)c2cc([N+](=O)[O-])cc([N+](=O)[O-])c2C)C3)c1 (stereo partly specified) | 10 | x |
| N#CCCN/N=C(/Cc1nc2ccccc2[nH]1)c1ccc(Cl)cc1 | -26 | x |
| COc1cc(CCNc2ccc3nnc(-c4ccccc4)n3n2)cc(OC)c1OC | -9 | x |
| CCN1CCN(CCCNC(=O)c2cc3c(=O)[nH]c4ccccc4c3s2)CC1 | 3 | x |
| O=C(/C=C/c1ccco1)NC(=S)Nc1cccc(-c2nc3ccccc3s2)c1 | 35 | x |
| CCCn1c(SCC(=O)NC(=O)NCc2ccco2)n[nH]c1=O | -8 | 15 |
| COc1cccc(/C=C2\N=C3CCCCCN3C2=O)c1 | 1 | x |
| CCCCCCc1nnc(N)s1 | 5 | x |
| COc1ccc(C(=S)N2CCN(C)CC2)cc1Br | x | -2 |
| O=C(O)CSc1nnc(-c2ccc3c(c2)OCO3)o1 | 11 | x |
| CCCCOC(=O)Nc1ccc(N2CCCCC2)cc1 | 1 | x |
| Cc1ccc(OCC(=O)Nc2ccc(F)cc2)cc1C | -13 | x |
| COc1ccc(Cn2c(C)ccc2C)cc1 | -12 | 8 |
| CC1(C)Cc2nc(N)c(C(=O)NCCO)cc2CO1 | 20 | -11 |
| Cn1c(N2CCCC2)nc2c1c(=O)n(Cc1ccc(F)cc1)c(=O)n2C | -25 | -9 |
| O=C(CCSc1nc(-c2ccc3c(c2)OCO3)cc(C(F)(F)F)n1)NCc1ccccc1 | -9 | x |
| CCc1ccc(OCC(=O)OC2CCS(=O)(=O)C2)cc1 (stereo unspecified) | -13 | 2 |
| Cc1cc(C)n(-c2ccc(-n3ccnc3)nn2)n1 | 7 | -7 |
| CN1C(=O)C(Cc2cccs2)C(=O)N(C)C1=O | -2 | 5 |
| CCCCCCCC(=O)OCC(O)CO (stereo unspecified) | 6 | x |
| CC(=O)Nc1nc2n(n1)C(c1ccc(F)cc1)C=C(c1ccccc1)N2 (stereo unspecified) | 17 | 6 |
| COc1cc(/C=N/NP(=S)(c2ccccc2)c2ccccc2)ccc1O | 3 | x |
| FC(F)(F)COc1nc(N2CCCCC2)nc(N2CCNCC2)n1 | -20 | -13 |
| CCn1c(SCC(=O)N2CCCc3ccccc32)nc2c(c1=O)SC(C)C2 (stereo unspecified) | 3 | -40 |
| C/C(=N/NS(=O)(=O)c1ccc(Br)cc1)c1ccc(NC(=O)c2ccc(C)o2)cc1 | -8 | x |
| c1ccc2c(c1)oc1c(NCc3ccc4c(c3)OCO4)ncnc12 | 16 | -17 |
| Cc1ccc(NC(=O)c2nc[nH]c2C(=O)NCC(=O)OC(C)(C)C)cc1 | -12 | x |
| Cc1cccc(NC(=S)NN2CCN(C)CC2)c1C | 43 | x |
| Cn1nnnc1SCC(=O)NCc1cccc(C(=O)O)c1 | -13 | -8 |
| COc1ccccc1NC(=O)c1ccc(-n2cccn2)nc1 | -4 | x |
| COc1ccccc1NC(=O)C1CCCCC1 | x | -2 |
| CCN(CC)C(=O)c1sc2nc(-c3ccncc3)[nH]c(=O)c2c1C | x | -7 |
| C=CCn1c(SC/C=C/c2ccccc2)nnc1-c1sc(N)nc1C | 86 | -48 |
| C[C@@H]1O[C@@H](O[C@H]2C[C@@H](O)[C@]3(CO)[C@H]4[C@H](O)C[C@]5(C)[C@@H](C6COC(=O)C6)CC[C@]5(O)[C@@H]4CC[C@]3(O)C2)[C@H](O)[C@H](O)[C@H]1O (stereo partly specified) | 12 | x |
| O=C(O)c1ccc2c(c1)C(=O)N(NC(=O)c1ccccc1)C2=O | -9 | x |
| Cc1cc(N2CCCCC2)nc2ccc(NC(=O)CCC(=O)NCCC(C)C)cc12 | 3 | x |
| Cc1ccc(S(=O)(=O)/N=C(\N)Nc2nc(C)c3cc(C)ccc3n2)cc1 | -27 | x |
| CCOc1cc(/C=C2/N=C(c3ccc(C(C)(C)C)cc3)OC2=O)cc(Cl)c1OS(C)(=O)=O | u | x |
| CCCC(=O)N1CCN(c2ccc(NC(=O)C(C)(C)C)cc2)CC1 | -5 | x |

Other structures
| SMILES | RmlC RmlD mix | RT RNaseH block |
| --- | --- | --- |
| c1coc(C2Nc3ccccc3-c3nc4ccccc4n32)c1 (stereo unspecified) | 35 | -6 |
| OC(CNC1CCCC1)COc1c(F)cc(Br)cc1F (stereo unspecified) | 6 | x |
| CCOc1ccc(OCC)c(NC(=O)CC2Oc3ccc(C)cc3NC2=O)c1 (stereo unspecified) | -10 | 8 |
| COC(=O)c1c(-c2ccccc2)csc1NC(=O)CSc1ncnc2sc(C)c(C)c12 | -24 | x |
| CCC(C)OC(=O)C1=C(C)NC2=C(C(=O)C(C(=O)OC)C(C)C2)C1c1ccc(N(C)C)cc1 (stereo unspecified) | 14 | 11 |
| C=C1CCN([C@@H](Cc2ccccc2)C(=O)Nc2ccc(OC)cc2)S(=O)(=O)c2ccccc21 | -12 | x |
| COc1ccc(NC(=O)CSc2ccc3c(c2)OCCO3)cc1OC | 80 | x |
| COc1cccc(-c2cc(C(=O)Nc3c(C)nn(Cc4ccccc4C)c3C)no2)c1 | 11 | -6 |
| CCOC(=O)c1c(NC(=O)C2C3CCC(O3)C2C(=O)O)sc(C)c1-c1ccc(C)cc1 (stereo unspecified) | 7 | x |
| Cc1ccc(-n2c(C)cc(/C=N/NC(=O)c3ccncc3)c2C)c(C)c1 | 6 | x |
| Cn1c(=O)n(Cc2ccccc2)c(=O)c2c1nc1n2CCCN1CCc1ccccc1 | -8 | x |
| COc1ccc(-c2cc([C@H]3[C@H]4C=CC[C@@H](C)[C@@H]4C(=O)N3Cc3ccccc3)ccc2F)cc1OC | -3 | x |
| CC(C)(C)OC(=O)NNC(=S)NCc1ccc(Cl)cc1 | 1 | x |
| Cc1ccc(CNS(=O)(=O)c2ccc(C(C)(C)C)cc2)n1C | -6 | -9 |
| C=CCn1c(SCc2nc3ccccc3[nH]2)nnc1-c1cccc(OC)c1 | -2 | x |
| Cc1c(O)ccc2c3c(c(=O)oc12)CCC(C)C3 (stereo unspecified) | 47 | -28 |
| C=CCN(C(=O)CCC(=O)O)C1CC(=O)N(c2ccc(OCCC)cc2)C1=O (stereo unspecified) | -11 | -2 |
| Cn1c(=O)[nH]c(=O)c2c1nc(Br)n2Cc1ccccc1Cl | 9 | -5 |
| O=C(NCCSc1c(-c2ccccc2)[nH]c2ccccc12)c1cc2ccccc2oc1=O | -7 | x |
| O=C(Nc1c(Cl)cc(Cl)cc1-c1nc2ccccc2s1)c1ccc(Br)o1 | -13 | x |
| Cc1cc(C)c2nc(-c3ccccn3)cc(C(=O)Nc3ccc(S(=O)(=O)Nc4cc(C)on4)cc3)c2c1 | 6 | x |
| CCOc1ccc(C)cc1S(=O)(=O)n1ccnc1 | -12 | -65 |
| COc1ccc(-c2cc(-c3ccc(OC)c(OC)c3)n[nH]2)c(O)c1 | 10 | x |
| CC1CCC(NC(=O)N(CCCl)N=O)CC1 (stereo unspecified) | 6 | x |
| O=C(NCCC1=CCCCC1)C1CCN(S(=O)(=O)N2CCOCC2)CC1 | -8 | 7 |
| Cc1ccc(N2CCN(C(=O)c3ccccc3NC(=O)C3CC=CCC3C(=O)O)CC2)cc1 (stereo unspecified) | 4 | x |
| CCN(CC)CCn1c2ccccc2c2cnc(N)c(C#N)c21 | 17 | x |
| Cc1cccc(C)c1NC1=NC2(CCCCC2)N=C(N)N1 | 6 | 2 |
| Cc1cc(C)cc(OCC(=O)OCCN2C(=O)c3ccccc3C2=O)c1 | -19 | x |
| COC(=O)Cc1cc(=O)n(-c2ccccc2)[nH]1 | -3 | -1 |
| C/C(=N\OCC(=O)N/N=C/c1ccccc1)c1cccs1 | -13 | x |
| Cc1ccc2nc(SCC(=O)Nc3c(C)n(C)n(-c4ccccc4)c3=O)[nH]c2c1 | -12 | -16 |
| CCN(CC)CCSc1nc(O)c(-c2ccccc2)c(=O)[nH]1 | 7 | -5 |
| Cc1cc(C(=O)NCc2ccco2)cs1 | -8 | 2 |
| COCCCn1cnc2c(c1=O)c1nc3ccccc3nc1n2-c1ccc(C)cc1 | 19 | -17 |
| C=CCn1c(Cc2cccs2)nnc1SCC(=O)c1ccc(F)cc1 | -17 | 0 |
| Cc1ccc(S(=O)(=O)N2CCCN(S(=O)(=O)C3CCS(=O)(=O)C3)CC2)cc1 (stereo unspecified) | -5 | -3 |
| COC(=O)C1CCN(C(=O)Nc2ccc(OC)cc2)CC1 | 5 | x |
| Cc1ccnc(N2CCN(C(=O)CSc3nc4ccccc4nc3N3CCCCC3)CC2)c1 | 7 | -8 |
| N#Cc1c(N)n(C2CCCCC2)c2nc3ccccc3nc12 | 27 | -4 |
| C=CCSc1nnnn1-c1ccc(OC)cc1 | -6 | x |
| N#CC(C(=O)NC1CCCCC1)c1nc2ccccc2nc1N1CCCCC1 (stereo unspecified) | x | -1 |
| CCCCn1nnc(NC(=O)CCC)n1 | -9 | x |
| O=C(COc1ccc(S(=O)(=O)N2CCCC2)cc1Cl)NCc1ccco1 | 2 | -6 |
| O=C(NCCN1CCOCC1)Nc1ccc(Cl)cc1 | -9 | -7 |

12 structures out of the list, sorted by number of heavy atoms, rising.
| SMILES | RmlC RmlD mix | RT RNaseH block |
| --- | --- | --- |
| CCCCn1nnc(NC(=O)CCC)n1 | -9 | x |
| C=CCSc1nnnn1-c1ccc(OC)cc1 | -6 | x |
| O=C(NCCN1CCOCC1)Nc1ccc(Cl)cc1 | -9 | -7 |
| C/C(=N\OCC(=O)N/N=C/c1ccccc1)c1cccs1 | -13 | x |
| N#Cc1c(N)n(C2CCCCC2)c2nc3ccccc3nc12 | 27 | -4 |
| C=CCn1c(Cc2cccs2)nnc1SCC(=O)c1ccc(F)cc1 | -17 | 0 |
| O=C(COc1ccc(S(=O)(=O)N2CCCC2)cc1Cl)NCc1ccco1 | 2 | -6 |
| Cc1ccc(S(=O)(=O)N2CCCN(S(=O)(=O)C3CCS(=O)(=O)C3)CC2)cc1 (stereo unspecified) | -5 | -3 |
| N#CC(C(=O)NC1CCCCC1)c1nc2ccccc2nc1N1CCCCC1 (stereo unspecified) | x | -1 |
| Cc1ccc2nc(SCC(=O)Nc3c(C)n(C)n(-c4ccccc4)c3=O)[nH]c2c1 | -12 | -16 |
| COCCCn1cnc2c(c1=O)c1nc3ccccc3nc1n2-c1ccc(C)cc1 | 19 | -17 |
| Cc1ccnc(N2CCN(C(=O)CSc3nc4ccccc4nc3N3CCCCC3)CC2)c1 | 7 | -8 |

Additional compounds.
| SMILES | RmlC RmlD mix | RT RNaseH block |
| --- | --- | --- |
| Cc1ccc2[nH]c(=O)c(CN(CCCO)S(=O)(=O)c3cccc4nsnc34)cc2c1 | 8 | -22 |
| COC(=O)c1ccc(COc2cc(C)cc3oc(=O)c4c(c23)CCCC4)o1 | -2 | -44 |
| Cn1c(=O)c2c(ncn2Cc2ccccc2)n(C)c1=O | -16 | x |
| CC(CCc1ccccc1)NC(=O)c1cccnc1 (stereo unspecified) | 13 | 1 |
| C/C(=N\NC(=O)C1CC1c1ccccc1)c1ccc(C)s1 (stereo unspecified) | -12 | x |
| CC(C)CC(COCc1cccc(C(F)(F)F)c1)N1CCN(C(=O)c2cccc(C(F)(F)F)c2)CCC1=O (stereo unspecified) | -11 | x |
| Cn1cc(CC(=O)NCCCN2CCCC2)c2ccccc21 | 2 | x |
| Cc1ccc(C)c2[nH]c(=O)c(CCNC(=O)c3ccc(S(=O)(=O)N(C)C)cc3)cc12 | -10 | -15 |
| N#Cc1c(/N=C/N2CCOCC2)sc2c1CCCCC2 | -7 | -16 |

From PubChem BioAssay
